NTR1 ag: agonists of NTR1, primary screen, imaging, U2OS cells, beta-arrestin-GFP, high content (AID 493036). NTR1-U2OS beta-arrestin-GFP spot imaging, agonist mode. activation, % at 20 µM. actives 0.17% (n = 330,000). P30989;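 active = activation at or above 40% of the spot to cytoplasm intensity ratio, with at least 20 cells analyzed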;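 note: 0% = DMSO without peptide and 100% = 100 nM NTR1 peptide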
Target sequence (P30989 whole entry, looked up): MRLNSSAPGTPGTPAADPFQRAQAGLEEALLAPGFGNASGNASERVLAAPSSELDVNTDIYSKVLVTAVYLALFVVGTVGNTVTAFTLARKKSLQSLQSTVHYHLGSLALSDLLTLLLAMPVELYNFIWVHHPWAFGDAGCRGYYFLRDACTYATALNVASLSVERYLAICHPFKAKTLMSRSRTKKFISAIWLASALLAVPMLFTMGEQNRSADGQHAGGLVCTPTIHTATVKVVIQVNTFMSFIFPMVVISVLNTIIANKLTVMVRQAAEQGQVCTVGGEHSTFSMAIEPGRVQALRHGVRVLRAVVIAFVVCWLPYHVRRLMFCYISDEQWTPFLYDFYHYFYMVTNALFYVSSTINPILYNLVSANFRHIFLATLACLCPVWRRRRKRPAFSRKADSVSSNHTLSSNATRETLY
GPR55 beta-arrestin: selective activators of receptor GPR55 – imaging, U2OS cells, beta-arrestin-GFP redistribution, primary screen (AID 1961). actives 0.048% (n = 290,000). activation, % at 10 µM, or EC50 in µM where a hit was titrated. U2OS GPR55 beta-arrestin-GFP redistribution imaging; higher % means a stronger effect;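 active = activation above 40% with more than 50 cells counted in the well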;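 note: U2OS osteosarcoma cells stably expressing GPR55 and beta-arrestin-GFP; plate controls were DMSO negative control for no effect and LPI positive control for full effect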
Rac1 GTP hydrolysis: MgcRacGAP GTPase-activating activity inhibitors, confirmation, biochemical, ADP Hunter fluorescence. MgcRacGAP-stimulated Rac1 GTP hydrolysis, ADP Hunter fluorescence; higher % means a stronger effect; GST-tagged Rac1 F28L mutant substrate. one-dose inhibition, % at 30 µM; IC50 in µM for titrated hits. actives 0.6% (n = 340,000);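 active = first-screen hits whose inhibition reached a set limit at any dose in the follow-up dose series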;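 note: fluorescence reports GDP produced by GAP-driven GTP hydrolysis; strong numbers were not always called active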
KOR beta-arrestin-1: KOR antagonists, beta-arrestin recruitment, cell-based, luminescence, uHTS (AID 1778); KOR beta-arrestin recruitment, luminescence, antagonist mode; higher % means a stronger effect; one-dose inhibition, % at 10 µM; IC50 in µM for titrated hits; actives 0.091% (n = 290,000); in the data active = inhibition above about 50%; note: strong numbers were not always called active
UTI89 phage lysis: inhibition of K1F phage lysis, E. coli UTI89, bacterial capsule biogenesis inhibitors, alamar blue (AID 488966); E. coli UTI89 K1F phage lysis, alamar blue, 2 h; higher % means a stronger effect; inhibition, % at 100 µM; hits with a dose series show IC50 in µM; actives 0.02% (n = 340,000);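 active = phage lysis inhibition, versus mean bacterial control, above a set limit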;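 note: capsule biogenesis inhibitors block K1F phage lysis so surviving cells raise fluorescence; higher fluorescence means more inhibition of phage lysis; actives were called in the ten point dose series up to 300 µM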
KOR beta-arrestin-2: kappa opioid receptor activators – cell-based, luminescence, uHTS, primary screen (AID 1777). activation, % at 10 µM; hits with a dose series show EC50 in µM. KOR beta-arrestin recruitment, luminescence; higher % means a stronger effect. actives 0.02% (n = 280,000); in the data active = activation above about 50%, passing the limit was not always enough; note: a part of the inactive calls stands beside numbers as strong as those of hits
GPR35 arrestin U2OS: GPR35 antagonists blocking zaprinast-driven arrestin recruitment, primary screen, imaging, U2OS, beta-arrestin-GFP, zaprinast agonist (AID 2058). U2OS GPR35 beta-arrestin-GFP translocation imaging, zaprinast antagonism; higher % means a stronger effect. inhibition, % at 10 µM, or IC50 in µM where a hit was titrated. actives 0.052% (n = 290,000);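 active = inhibition of at least 50% with at least 30 cells and total cytoplasm GFP at most 10,000,000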
NOD1 inhibition: NOD1 signaling inhibitors, primary screen, cell-based, luminescence, uHTS (AID 1578). NOD1-driven NF-kB luciferase reporter cells, luminescence; higher % means a stronger effect. one-dose inhibition, % at 4 µM; EC50 in µM for titrated hits. actives 1% (n = 290,000); in the data active = inhibition mostly above about 36%, no sharp cut-off; inactive = mostly below about 34%;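 note: HEK-293T reporter cells stimulated with the NOD1 agonist gamma-tri-DAP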
GPR55 LPI antagonism: inhibition of LPI-stimulated GPR55 beta-arrestin translocation – imaging, U2OS, beta-arrestin-GFP, LPI agonist, primary screen (AID 2013); U2OS GPR55 beta-arrestin-GFP translocation imaging, LPI antagonism; higher % means a stronger effect; inhibition, % at 10 µM; hits with a dose series show IC50 in µM; actives 0.13% (n = 290,000);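 active = spots per cell inhibited over 60%, with over 100 cells counted and total cytoplasm intensity under 500,000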;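 note: U2OS cells stably carrying GPR55 and arrestin-GFP stimulated by 5 µM LPI near EC80; imaged beta-arrestin-GFP aggregate spots per cell after agonist stimulation; plate controls were LPI-stimulated DMSO wells for no effect and DMSO wells without LPI for full effect; some results filed as inactive read as strong as hits; confirmed hits need IC50 under 10 µM and bright autofluorescent wells are also inconclusive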
NTR1 ag cell count 20 µM: also measured in NTR1 ag; calls as there; cell count; measured here: cell count, cytotoxicity flag
Active calls of the source: *; · = not tested or not shown; [ ] = dose if it differs, or a comment. These rows are one share of the data; the hit share may differ from the screen's.

SMILES	NTR1 ag	NTR1 ag cell count 20 µM	GPR55 beta-arrestin	Rac1 GTP hydrolysis	KOR beta-arrestin-1	UTI89 phage lysis	KOR beta-arrestin-2	GPR35 arrestin U2OS	NOD1 inhibition	GPR55 LPI antagonism
C[C@H](NC(=O)C1CC(=O)N(c2ccc3c(c2)OCO3)C1)C(=O)NC1CCCC1 (stereo partly drawn)	-0.2	62	0.3%	-5%	-39%	-0.1%	-1.4%	-5%	7%	-6%
O=C(Nc1sc2c(c1C(=O)O)CCC2)c1ccccc1F	-1.3	56	0.4%	15%	3%	-0.7%	4.5%	-2%	-4%	11%
Cc1ccc(-c2nn(-c3ccccc3)cc2/C=C/C(=O)OCC(=O)NC2CC2)o1	17	51	-0.2%	4%	22%	0.0%	-1.4%	-6%	0%	2%
CC(CCc1ccccc1)N1CCN(C)CC1 (stereo not drawn)	-0.5	59	0.4%	4%	13%	0.3%	-0.9%	0%	-27%	-3%
O=C(CSC1CCCCC1)Nc1nccs1	-1.4	69	0.2%	0%	7%	-0.3%	-6.6%	5%	-24%	4%
O=C1CC(c2cccc(F)c2)SC(N(c2ccccc2)c2ccccc2)=N1 (stereo not drawn)	4.8	58	-0.2%	10%	12%	5.4%	-2.5%	0%	·	15%
O=C1c2cccc3cccc(c23)C(=O)N1Nc1ccccc1	-1.2	51	0.5%	2%	1%[20 µM]	-0.7%	·	10%	-2%	-12%
CC1CC(=O)N(CC(=O)Nc2ccc(F)cc2)c2ccccc2S1(=O)=O (stereo not drawn)	0.2	78	-0.1%	10%	20%	0.1%	3.7%	5%	-23%	14%
CCOc1ccc(NC(=O)CSc2n[nH]c(=O)n2-c2ccccc2)cc1	-2.5	80	-0.2%	7%	-2%	1.4%	9.8%	14%	-15%	2%
CC1CN(C(=O)Nc2ccc(F)cc2F)CC(C)O1 (stereo not drawn)	0.8	78	-0.2%	4%	8%	-0.2%[50 µM]	-4.5%	-8%	-34%	4%
Cc1csc(SC(C)C(=O)NCC(=O)Nc2ccc(F)c(F)c2F)n1 (stereo not drawn)	-1.3	57	0.4%	4%	6%	0.1%	0.0%	3%	-16%	5%
CCOC(=O)CSc1nc(C)c(CC)c(C)c1C(N)=O	1.3	56	-0.1%	3%	-4%[20 µM]	-0.1%	-2.3%	12%	-22%	4%
C=CCn1c(SCC(=O)Nc2c(C)n(C)n(-c3ccccc3)c2=O)nc2scc(-c3ccccc3)c2c1=O	0.0	78	0.6%	0%	-17%	-0.4%	0.5%	-8%	-6%	11%
C=CCc1c(C)nc(-c2ccccc2)nc1N/N=C(\C)c1ccccc1	7.5	52	-0.4%	5%	18%	1.2%[50 µM]	5.6%	1%	-13%	8%
CCOc1cc(C(=S)N2CCCCC2)ccc1OS(=O)(=O)c1ccc(Cl)cc1	2.8	58	-0.1%	3%	3%	-0.1%	1.4%	-5%	13%	2%
COc1ccc(-c2coc3cc4oc(=O)cc(-c5ccccc5)c4cc23)cc1F	4.3	72	-0.5%	6%	-62%	2.8%[50 µM]	0.1%	5%	-37%	38%
COc1cc(C2CC(=O)c3cnc(N)nc3C2)cc(OC)c1OC (stereo not drawn)	0.7	65	-0.1%	-2%	1%	0.1%	-1.8%	9%	6%	13%
COc1ccc(CCN(C(=O)C(F)(F)F)C(C(=O)NC2CCCCC2)c2ccc(C)s2)cc1OC (stereo not drawn)	0.6	34	-0.3%	4%	-4%	3.8%	3.2%	15%	-16%	7%
CCc1ccc(N2CCN(C(=O)N3CCOCC3)CC2)cc1	-1.1	31	-0.1%	7%	-24%[20 µM]	0.6%	-9.6%	-2%	7%	-6%
CSc1nnc(N2C(=O)C(O)=C(C(=O)c3ccco3)C2c2ccccc2)s1 (stereo not drawn)	1.7	50	0.2%	5%	-1%	0.0%	2.5%	-2%	-20%	12%
Cc1nn(Cc2ccc(Cl)cc2)c(C)c1NC(=O)CCCn1nc(C)c([N+](=O)[O-])c1C	-1.6	51	-0.3%	7%	23%	1.5%[50 µM]	2.1%	-4%	8%	2%
COc1ccc(N(C(=O)c2ccco2)C(C(=O)NC2CCCC2)c2ccc(N3CCOCC3)cc2)c(OC)c1 (stereo not drawn)	1.3	48	0.5%	5%	8%	0.1%	-1.8%	-2%	4%	-1%
NC(=O)COC(=O)c1cccc(NS(=O)(=O)/C=C/c2ccccc2)c1	0.3	66	-0.1%	8%	23%	0.2%	-2.1%	-15%	-1%	-1%
COC(=O)/C(=C\c1c[nH]c2ccccc12)NC(C)=O	1.5	53	0.2%	3%	-21%	3.9%	5.9%	-4%	19%	7%
COCCn1c(N)c(N(Cc2ccccc2)C(=O)c2ccc(C#N)cc2)c(=O)[nH]c1=O	-1.5	50	0.1%	1%	-30%	0.6%	1.9%	-14%	-23%	1%
COc1ccc(OC)c(NC(=O)c2cc3n(n2)C(C(F)(F)F)CC(c2ccc4c(c2)OCO4)N3)c1 (stereo not drawn)	7.1	85	-0.3%	-12%	19%	1.5%	-1.1%	-13%	-17%	-13%
COc1ccccc1N(Cc1cc(=O)[nH]c2ccccc12)C(=O)c1cccc([N+](=O)[O-])c1	0.1	47	-0.2%	8%	-3%	-0.3%	3.3%	12%	-12%	-1%
Cc1cccc(C)c1NC(=O)CSc1nnc(C)c(=O)[nH]1	-1.9	94	0.4%	8%	-10%	0.2%	-2.2%	10%	-15%	4%
O=C(O)c1ccc(/C=N/N2CCN(c3ccccc3)CC2)cc1	-0.8	66	0.3%	3%	-18%	0.1%	4.0%	2%	2%	-2%
NNC(=O)CN1CCCc2ccccc21	-0.5	52	-0.1%	4%	10%	-0.8%	-2.9%	4%	-39%	5%
CCC(=O)C1CCCN(C(=O)CCc2nnc(-c3ccc(C(C)=O)s3)o2)C1 (stereo not drawn)	-1.0	57	-0.1%	6%	0%	1.5%	1.9%	-10%	-11%	-5%
O=C(c1cc(-c2cccc(O)c2)on1)N1CCCCCC1	-0.4	55	0.4%	9%	-23%	0.1%	-6.3%	-7%	-58%	1%
COc1cc(NC(=O)CSc2nc(C)cc(C)n2)cc(OC)c1OC	-0.4	60	-0.1%	4%	-42%[20 µM]	-0.3%	-0.9%	-11%	-38%	-3%
O=C1CC(c2ccc(F)cc2)Cc2nc(N3CCc4ccccc43)ncc21 (stereo not drawn)	·	·	1.4%	·	-29%	·	-0.7%	7%	-72%	5%
O=[N+]([O-])c1ccc(N2CCCCC2)nc1N1CCCCC1	1.8	43	-0.4%	2%	7%	-1.5%	-4.1%	10%	12%	3%
OC1CN=C2C=CC=CN2C1 (stereo not drawn)	1.4	42	0.2%	9%	11%	0.4%	1.8%	-21%	21%	-9%
CCN(CC)S(=O)(=O)c1cccc(-c2cn3cccnc3n2)c1	3.8	53	1.2%	11%	1%	-0.2%[50 µM]	-1.0%	-12%	6%	1%
COc1ccc(Br)cc1CN1CCCC(C(=O)N2CCCCCC2)C1 (stereo not drawn)	0.4	61	1.1%	30%	11%	-0.3%	9.7%	2%	14%	-4%
Cc1ccc(S(=O)(=O)Nc2nc(C)c(C(=O)NN)s2)cc1	0.7	51	-0.2%	6%	-17%	0.2%	-2.1%	0%	-9%	2%
O=C(N/N=C/C=C/c1ccc2c(c1)OCO2)C(O)c1ccccc1 (stereo not drawn)	-1.3	48	-0.1%	9%	17%	1.7%	·	-2%	-4%	-24%
Cc1ccc(C(C)NC(=S)NC2CCCCC2)c(C)c1 (stereo not drawn)	1.2	58	0.3%	1%	-17%	-0.5%[50 µM]	2.4%	-5%	-19%	4%
Clc1ccc2nc(N3CCNCC3)nc(-c3ccccc3)c2c1	5.9	66	0.6%	4%	-5%	1.2%	-0.2%	-1%	-56%	38%
CC(=O)NC1=NN(C(C)=O)C(C)(CCS(=O)(=O)c2ccc(Br)cc2)S1 (stereo not drawn)	2.6	47	0.2%	6%	24%	0.9%[50 µM]	-1.3%	-4%	-30%	-4%
CCC(Br)C(=O)Nc1ccc(OC)cc1 (stereo not drawn)	3.4	66	-0.7%	-3%	-9%	-0.5%	2.8%	5%	-22%	6%
COCCOC(=O)C1=C(N)OC2=C(C(=O)CC(C)(C)C2)C1c1ccncc1 (stereo not drawn)	-0.8	69	-0.1%	9%	-22%	0.2%	-0.2%	7%	-19%	0%
Cc1ccc(NC(=O)C(=O)C2C(=O)Nc3ccccc32)cc1 (stereo not drawn)	2.5	61	-0.2%	18%	-12%	0.3%	2.7%	7%	5%	-1%
O=C(CCN1CCCCO1)N1CCCC(Nc2ccc(F)cc2)C1 (stereo not drawn)	-0.8	64	0.2%	4%	6%	-0.1%	2.5%	-6%	-24%	10%
CCOC(=O)c1ccc(CNS(=O)(=O)c2c(C)ccc3nsnc23)o1	-2.2	49	-0.4%	16%	23%	0.5%	-5.6%	8%	-15%	2%
COc1ccc(C(=O)CC(=O)c2ccc(OC)cc2)cc1	0.0	58	0.0%	7%	-53%[20 µM]	1.7%	-0.5%	-5%	-23%	-10%
C=CCOC(=O)CN1C(=O)c2ccccc2C1=O	-3.2	101	-0.2%	9%	6%	0.1%	2.7%	20%	-5%	14%
CC(C)CC(=O)NN(C)c1nc(-c2ccccc2)nnc1C(F)(F)F	1.3	62	0.3%	3%	26%	4.2%	-5.6%	14%	-7%	1%
COC(=O)/C(=C\Nc1cccc(Cl)c1C)c1ncc(C(F)(F)F)cc1Cl	3.1	60	-0.1%	11%	-8%	0.1%	4.8%	8%	-63%	9%
COc1ccc(NC(=O)CCNS(=O)(=O)c2cccc3nsnc23)c(OC)c1	-1.0	52	0.6%	-7%	6%	0.2%	-1.1%	10%	-11%	7%
CCOc1ccc(CC2NCCc3cc(OCC)c(OCC)cc32)cc1OCC (stereo not drawn)	0.9	59	-0.3%	1%	-24%	0.0%	-6.0%	6%	-28%	0%
CCCn1cc(SCC(=O)Nc2cc(C)on2)c2ccccc21	0.0	55	0.0%	5%	19%	-0.1%	0.0%	10%	-12%	8%

Assay outcomes deposited in PubChem by several laboratories.
